Source: PubChem (National Center for Advancing Translational Sciences (NCATS))
KDM5B inhibitor – KDM5B demethylase inhibition | Potency, µM (series often up to 57.7 µM), inactives show at the highest dose activity change, negative = inhibition, hits mostly inhibitors | 2.6% of 220,000 active | KDM5B demethylase, FDH-coupled NADH fluorescence (FDH is formaldehyde dehydrogenase) | Q9UGL1 | AID 1347165; active = well fitted inhibition curve with a large enough effect; inconclusive = small, poorly fitted or top-dose-only effect; inactive = no such curve, though single readings can be large or run the other way; also: 0% is about no effect; nearly all actives have a fitted effect of over 70% in size
Target sequence (Q9UGL1 whole entry, looked up): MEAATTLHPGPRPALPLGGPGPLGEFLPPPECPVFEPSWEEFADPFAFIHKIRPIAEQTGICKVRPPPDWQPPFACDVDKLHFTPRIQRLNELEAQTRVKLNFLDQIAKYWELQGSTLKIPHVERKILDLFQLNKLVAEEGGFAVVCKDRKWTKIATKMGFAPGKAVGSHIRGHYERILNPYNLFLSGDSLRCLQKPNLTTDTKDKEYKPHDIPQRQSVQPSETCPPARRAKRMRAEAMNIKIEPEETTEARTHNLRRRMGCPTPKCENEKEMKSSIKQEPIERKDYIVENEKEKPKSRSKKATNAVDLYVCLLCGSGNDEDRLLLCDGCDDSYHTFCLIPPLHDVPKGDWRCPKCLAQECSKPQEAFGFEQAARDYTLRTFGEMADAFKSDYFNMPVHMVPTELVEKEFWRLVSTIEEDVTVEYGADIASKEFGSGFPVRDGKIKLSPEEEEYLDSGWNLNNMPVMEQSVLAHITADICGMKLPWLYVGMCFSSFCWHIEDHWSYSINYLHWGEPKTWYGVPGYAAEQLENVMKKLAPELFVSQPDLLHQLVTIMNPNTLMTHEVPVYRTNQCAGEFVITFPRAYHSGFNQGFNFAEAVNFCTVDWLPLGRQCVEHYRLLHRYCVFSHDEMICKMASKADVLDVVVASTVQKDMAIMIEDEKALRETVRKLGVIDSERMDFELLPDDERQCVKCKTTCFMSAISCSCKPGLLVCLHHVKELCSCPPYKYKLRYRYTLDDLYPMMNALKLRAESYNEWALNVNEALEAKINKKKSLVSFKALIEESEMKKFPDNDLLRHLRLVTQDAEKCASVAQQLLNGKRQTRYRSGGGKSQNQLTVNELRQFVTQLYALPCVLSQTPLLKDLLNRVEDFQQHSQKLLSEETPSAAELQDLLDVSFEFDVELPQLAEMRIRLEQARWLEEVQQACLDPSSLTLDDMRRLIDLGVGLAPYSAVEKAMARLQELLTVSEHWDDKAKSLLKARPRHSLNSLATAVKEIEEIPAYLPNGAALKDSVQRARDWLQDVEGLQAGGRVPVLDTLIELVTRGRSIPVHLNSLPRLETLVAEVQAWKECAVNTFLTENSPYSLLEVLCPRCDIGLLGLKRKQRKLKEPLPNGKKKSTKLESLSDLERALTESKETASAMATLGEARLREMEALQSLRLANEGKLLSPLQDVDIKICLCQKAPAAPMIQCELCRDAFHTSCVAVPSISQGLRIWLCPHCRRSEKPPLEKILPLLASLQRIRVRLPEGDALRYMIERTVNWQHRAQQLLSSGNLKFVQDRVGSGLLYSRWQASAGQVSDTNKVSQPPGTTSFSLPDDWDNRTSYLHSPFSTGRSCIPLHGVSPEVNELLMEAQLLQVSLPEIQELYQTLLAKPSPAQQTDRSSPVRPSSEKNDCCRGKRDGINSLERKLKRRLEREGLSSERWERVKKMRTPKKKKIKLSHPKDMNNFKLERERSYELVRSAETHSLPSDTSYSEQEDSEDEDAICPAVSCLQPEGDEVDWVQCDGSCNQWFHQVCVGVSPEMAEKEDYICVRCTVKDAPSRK
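qHTS format, multiple compound concentrations. Buffer 50 mM HEPES pH 7.5/0.01% Tween-20; 200 nM KDM5BΔAP final; 10 min compound preincubation; substrate-mix levels 12.5 µM peptide, 25 µM α-KG, 0.25 mM NAD⁺; 30 min RT; ΔRFU.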
The depositor's hits bear a star; u = inconclusive; [ ] = another dose, or the depositor's remark. Potency is read from the fitted curve at half-maximal effect.

| Compound | KDM5B inhibitor |
| --- | --- |
| O=C(CCc1ccsc1)NC1CCSc2ccc(F)cc21 (stereo unspecified) | 13.3% |
| COc1ccccc1C(=O)N1CCC(N2CCC[S+]2(=O)[O-])CC1 | -15.8% |
| CSCC(=O)N1CC[C@H](NC(=O)NC2CCCCC2)[C@H]1C(=O)N1CCC[C@@H]1C(N)=O | 14.3% |
| CC(=O)c1cccc(NC(=O)CSc2ccc(-c3sc(C)nc3C)nn2)c1 | 2.9% |
| COC(=O)[C@@H]1Cc2ncn(C(C)C)c2CN1S(=O)(=O)c1cccc2cccnc12 | u |
| Cc1nc2nc(SCC(=O)NC(C)c3ccccc3)nn2c(C)c1Cc1c(F)cccc1Cl (stereo unspecified) | -16.7% |
| Cc1ccc(C(=O)N2CCSCC2)s1 | 21.1% |
| Cc1nc(N2CCCCC2)n(CC(=O)Nc2ccc(F)cc2)c(=O)c1C | -2.7% |
| Cc1cc(C(=O)O)cc(S(=O)(=O)Nc2ccc(Cl)c3cccnc23)c1C | -27.9% |
| CN1CC(=O)N(C2CCCNC2)Cc2c1ncnc2N1CCC(N)CC1 (stereo unspecified) | u |
| COc1ccc(OCC(=O)N2CCC3(CC2)C(=O)NCCN3C)cc1 | 16.4% |
| CCOC(=O)C(O)(NC(=O)c1c(F)cccc1F)C(F)(F)F (stereo unspecified) | 4.0% |
| Cc1ccc(-c2ccc(=O)n(Cc3ccc(F)cc3)n2)cc1 | u |
| COc1ccc(C2=Nn3c(nc4sc(C(=O)Nc5cccc(C)c5)c(C)c4c3=O)SC2)cc1 | u |
| CN(C)c1cccc(-c2cn(C)c(=O)n3cc(CN4CC[S+](=O)([O-])CC4)nc23)c1 | -0.2%[86.2 µM] |
| CCOc1ccc(N2CC(NC(=O)C3CCCC3)CC2=O)cc1 (stereo unspecified) | 1.6% |
| COCC(=O)N1CCN(S(=O)(=O)c2ccccc2)C[C@H]1C(=O)N[C@@H](CC1CCCCC1)C(N)=O | -8.4% |
| Cc1nn(-c2ncccn2)c2c1C(c1ccccc1OCCc1ccccc1)CC(=O)N2 (stereo unspecified) | 11.8% |
| CN(C)C(=N)c1ccc(N(C)C)cc1 | 5.1% |
| Cc1nc2ccccc2cc1C(=O)N(C)Cc1ccccc1 | 10.5% |
| CCCCN(Cc1ccsc1)C(=O)c1cnc(Nc2ccccc2)nc1 | u |
| COCCS(=O)(=O)c1ccc(C(=O)N(C)C)cc1 | -5.9% |
| Cc1ccc(S(=O)(=O)c2nnn3c2nc(N2CCN(c4ccc(F)cc4)CC2)c2cc(Cl)ccc23)cc1C | 9.3% |
| Cc1ccc(C)c(C(=O)Nc2ccc(-c3nc4ccccc4s3)cc2)c1 | -33.7% |
| Cc1ccc2nsnc2c1NC(=O)c1ccc(Cl)cc1Cl | 6.0% |
| Cc1cc2c(cc1C)CSC(c1ccccc1OC(=O)c1cccc3ccccc13)SC2 | -5.4% |
| CC(C)(CNC(=O)Cc1ccc(Cl)cc1Cl)N1CCOCC1 | 26.9% |
| CCOC(=O)c1c(-c2ccc(-c3ccccc3)cc2)csc1NC(=O)CNCCN(C)C | u |
| Cn1c(=O)[nH]c(=O)c2c1nc(Sc1ccccc1)n2Cc1ccccc1 | 23.6% |
| O=C(c1ccc(F)cc1)N1CCC(c2nc(-c3ccc(S(=O)(=O)N4CCCC4)cc3)no2)CC1 | 15.1% |

Three compounds already listed, sorted by heavy-atom count, largest number first.
| Compound | KDM5B inhibitor |
| --- | --- |
| Cc1ccc(S(=O)(=O)c2nnn3c2nc(N2CCN(c4ccc(F)cc4)CC2)c2cc(Cl)ccc23)cc1C | 9.3% |
| CN(C)c1cccc(-c2cn(C)c(=O)n3cc(CN4CC[S+](=O)([O-])CC4)nc23)c1 | -0.2%[86.2 µM] |
| CCCCN(Cc1ccsc1)C(=O)c1cnc(Nc2ccccc2)nc1 | u |

New compounds follow:
| Compound | KDM5B inhibitor |
| --- | --- |
| CCOc1ccc(NC(=O)CN2C=C(C(=O)OC)C(C)=NS2(=O)=O)cc1 | 28.9% |
| CC(C)n1c(C2CCN(C(=O)CC3CCCC3)CC2)nn(C)c1=O | 16.3% |
| CC(C)(C(=O)N1CCN(C(=O)c2cc(=O)[nH]c3ccccc23)CC1)c1ccccc1 | u |
| Cc1cnn(C2(C(=O)O)CCN(C(=O)c3cc(C)nc(C)n3)CC2)c1 | -5.7% |
| CC(C)(C)c1ccc(O)c(C(C)(C)C)c1O | -3.2% |
| N#Cc1ccc(CN2CCC(c3nn(Cc4ccccc4)c(=O)[nH]3)CC2)cc1 | -11.9% |
| COc1nc2ccccc2nc1N1CCC(C(=O)Nc2c(F)cccc2F)CC1 | 6.8% |
| COc1ccc(C2Nc3c(C)cc(C)cc3-c3cc(C)nn32)cc1OC (stereo unspecified) | u |
| COc1cc(NC(=O)CCn2c(=O)oc3ccccc32)cc(OC)c1OC | -2.4% |
| CCC(=O)N1c2ccccc2CC1C(=O)N1CCN(c2ccccc2F)CC1 (stereo unspecified) | -15.4% |
| S=C(NCCC(c1ccccc1)c1ccccc1)Nc1ccccc1 | -23.2% |
| COc1ccc(OC)c(NC(=O)c2oc(=O)c3ccccc3c2-c2ccccc2)c1 | -1.5% |
| O=C(CSCc1nc2cccnc2n1C1CCCCC1)NCc1cccc(Br)c1 | -21.4% |
| Cc1noc([C@@H]2CN(Cc3ccc(F)cc3F)C[C@H]2CO)n1 | 16.3% |
| O=C(C[C@@H]1CCNC[C@@H]1Cc1cc(-c2ccccc2)on1)N1CCC(n2c(=O)[nH]c3ccccc32)CC1 | -6.4% |
| CC(C)C[C@@H]1N[C@H](C(=O)NCCN(C)C)Cc2cn(Cc3ccncc3)c3cccc1c23 | u |
| Oc1ccccc1/C=N/NC(=S)NCCc1ccccc1 | u |
| Cc1ccc(Nc2c(-c3ccc(O)cc3)nc3cccc(C)n23)cc1 | u |
| CC(C)(C)OC(=O)N1CCC(c2c(C(=O)NCCCN3CCc4ccccc4C3)cnn2-c2ccccc2)CC1 | u |
| O=C1CSc2ccc(S(=O)(=O)Nc3cccc(Cl)c3Cl)cc2N1 | -6.6% |
| CC(C)CCN1CC2(CCCN(S(=O)(=O)c3cnn(C)c3)C2)CCC1=O (stereo unspecified) | 30.1% |
| CC(=O)Nc1ccc(S(=O)(=O)NCc2cccn2Cc2cccc(C)c2)cc1 | -22.9% |
| O=C(CSc1nnc(-c2cccs2)n1-n1cccc1)Nc1ccccc1 | 6.0% |
| CCCCN(CC)CCCNC(=O)c1cc2c(-c3ccc(OC)c(OC)c3)nn(C)c2s1 | u |
| O=S(=O)(NCCc1csc(-c2cccnc2)n1)c1ccc(Cl)s1 | -2.5% |
| O=C(Cc1ccc(F)cc1)NCCn1ccn2nc(-c3ccc(F)cc3)cc2c1=O | 19.5% |
| CC(C)(C)n1nnnc1C1CC2(CCOCC2)C(=O)N1Cc1ccccc1F (stereo unspecified) | -18.9% |
| COCCN(CCOC)CC[C@@H]1CC[C@H](O)[C@@H](C(=O)NC2CC2)O1 | 5.0%[86.2 µM] |
| Cc1cc(NC(=O)CCC(=O)N(CC(=O)NCC2CCCO2)c2ccc(F)c(Cl)c2)no1 (stereo unspecified) | 0.1% |
| Cn1c(C(=O)Nc2ccc3c(c2)OCO3)cc2c1CCN(Cc1cccc(F)c1)C2 | u |

Next records follow.
| Compound | KDM5B inhibitor |
| --- | --- |
| CCN(CC)S(=O)(=O)c1ccc(C(=O)NNC2=NS(=O)(=O)c3ccccc32)cc1 | 11.9% |
| Cc1ccc(-c2cc(-c3ccncc3)c3cncn3c2)cn1 | u |
| CSc1cccc(NC(=S)N2CCC(N(C)C3CCCC3)CC2)c1 | 3.4% |
| COc1ccc(OCc2nc(C)c(CCO)c(=O)n2CC(=O)Nc2ccc(OC)c(OC)c2)cc1 | 0.2% |
| COc1c(C)cc(C(=O)C2CCCN(Cc3cnc(N4CCOCC4)s3)C2)cc1C (stereo unspecified) | 29.5% |
| Cc1cccc(NC(=O)CN2CC3CC(C2)[C@H]2CCCC(=O)N2C3)c1 (stereo partly specified) | -3.7% |
| CC(OC(=O)/C=C/c1cccc2cccnc12)C(=O)NC(C)(C)C (stereo unspecified) | 3.3% |
| NC(=O)CCC(NC(=O)C1(c2ccccc2)CCCC1)C(N)=O (stereo unspecified) | 14.1% |
| Cn1cc(C(C(=O)O)N2CCN(c3ccc(Cl)cc3)CC2)c2cc(C(=O)O)ccc21 (stereo unspecified) | -16.6% |
| Cc1ccc2c(c1)NC(=O)C(CC(=O)Nc1ccccc1Cl)O2 (stereo unspecified) | -21.4% |
| Cc1ccc(-c2nnc([C@H]3CCN(c4nccc(C(F)(F)F)n4)C3)o2)cc1 | 20µM* |
| Cn1c(SCc2ccccc2F)nc2c([nH]c3ccccc32)c1=O | -3.5% |
| O=C(Cc1cn2ccsc2n1)Nc1ccc(S(=O)(=O)N2CCCCCC2)cc1 | 18.3% |
| CCCOc1ccc(Cl)cc1CNC(=O)C1CCN(CC(N)=O)CC1 | 18.0% |
| Cc1ccc2oc(-c3cc(NC(=O)c4cc([N+](=O)[O-])ccc4N4CCOCC4)ccc3Cl)nc2c1 | 2.2% |
| Cc1ccc(C(C)NC(=O)c2ccc(Br)s2)cc1 (stereo unspecified) | 11.4% |
| O=C(Cn1ncc2c3ccccc3n(Cc3ccccc3)c2c1=O)N1CCCCCC1 | -11.9% |
| CC(Sc1nc(-c2ccco2)nc2ccccc12)C(=O)N(C(C)C)C(C)C (stereo unspecified) | u |
| CCOC(=O)CC(NS(=O)(=O)c1cc(-c2cc(C)no2)ccc1C)c1ccc(C)cc1 (stereo unspecified) | -21.7% |
| COC(=O)c1ccc(OC(=O)C2(c3ccccc3)CCCC2)cc1 | 17.1% |
| O=C(N1CC23C=CC(CC2CC12CCCCC2)O3)C(F)(F)F (stereo unspecified) | 10.7% |
| COc1cccc(/C=N/NC(=O)c2cnn(-c3ccccc3)c2N)c1 | -9.1% |
| COc1ccccc1C(=O)OCc1ccc(F)cc1 | 2.0% |
| Cn1c(C(=O)NC2CCN(C3CC3)C2)cc2ccccc21 (stereo unspecified) | -2.6% |
| O=C(CCCCn1c(=O)c2ccccc2n(Cc2ccccc2F)c1=O)NCc1ccccc1Cl | -10.7% |
| O=c1[nH]nc2n1CCN(Cc1ccccc1F)CC2 | -40.4% |
| CCN1C(=O)CCC2(C(=O)Nc3ccc(C)cc3)CCCC=C12 (stereo unspecified) | -32.6% |
| Cc1ccc(C(=O)N2CCC(C(NC(=O)c3ccccc3C)C(=O)NCC(C)C)CC2)cc1 (stereo unspecified) | 16.6% |
| CCN(C(=O)CCc1c[nH]c2ccccc12)c1ccc(F)cc1 | -15.4% |
| O=C(OCc1ncc(-c2ccccc2)o1)c1ccc(Cl)nc1 | 18.4% |

Given with values ahead of the structure: two of the compounds above.
KDM5B inhibitor | structure
2.0% | COc1ccccc1C(=O)OCc1ccc(F)cc1
14.1% | NC(=O)CCC(NC(=O)C1(c2ccccc2)CCCC1)C(N)=O (stereo unspecified)

The list continues.
| Compound | KDM5B inhibitor |
| --- | --- |
| CCN(CC)S(=O)(=O)c1cc(C)c(C)c(N)c1 | 16.1% |
| COCc1cc(CC2(NC3CCN(C(C)=O)CC3)COC2)no1 | -7.9%[86.2 µM] |
| COC(=O)c1c(C)[nH]c(C(=O)C(C)OC(=O)c2cccc(F)c2)c1C (stereo unspecified) | -10.9% |
| O=C(NCc1cccnc1)C1CCCN(c2cnn(Cc3ccccc3)c(=O)c2)C1 (stereo unspecified) | 9.4% |
| COCCNC(=O)[C@@H]1C[C@@H](O)CN1C1CCN(C(=O)c2ccc3c(c2)OCO3)CC1 | -16.9% |
| COC(=O)c1ccc(CSc2c(C(C)C)cnc3c2c(=O)n(C)c(=O)n3C)cc1 | -2.3% |
| CC1=C[C@@H](CNS(=O)(=O)c2ccccc2)[C@H](C(C)C)C[C@H]1CC(=O)NCc1ccccn1 | -0.3% |
| CC(C)NC(=S)N/N=C/c1cccnc1 | 24.1% |
| CCOC(=O)c1cc2cc(Oc3cccc(C)c3)ccc2n1C | u |
| CCOc1ccc(NC(=O)Nc2ccc(F)c(-c3nnc(-c4ccccc4)o3)c2)cc1 | 12.5% |
| O=C1NC2(CN(CC3CCCCC3)C2)Oc2ccccc21 | 0.6%[86.2 µM] |
| CN1c2cc(C(=O)NCc3ccc(F)cc3)ccc2C(=O)N2CCCC21 (stereo unspecified) | u |
| CC(NC(=O)NC12CC3CC(CC(C3)C1)C2)c1ccc(Br)cc1 (stereo unspecified) | -1.1% |
| Cc1cc(C)cc(Oc2coc3cc(OCC(=O)NC4CCCCC4)ccc3c2=O)c1 | -7.1% |
| CCN(CC)CCCNC(=O)CSc1c2c(nc3cc(Cl)ccc13)CCCC2 | u |
| COCCC(=O)N[C@H]1CC[C@]2(C)CCC([C@H](C)C(=O)N3CCC(C)CC3)[C@H](O)[C@H]2[C@@H]1C (stereo partly specified) | 34.2%[activator] |
| O=C(Cc1c[nH]c2ccccc12)N1CCC(Cc2nc(-c3ccccc3)n[nH]2)CC1 | u |
| CCOc1ccc(C2Cn3nnc(-c4nc(-c5ccsc5)no4)c3CO2)cc1 (stereo unspecified) | 25.1µM* |
| CCOc1ccc(C2C(C(N)=O)=C(C)Nc3nc(SCc4ccccc4)nn32)cc1 (stereo unspecified) | 8.8% |
| S=c1[nH]nc(-c2ccc(Cl)cc2)n1/N=C/c1ccco1 | 6.7% |
| COc1ccc(NC(=O)CSC2=Nc3ccccc3C3=NC(CC(=O)NCc4ccc5c(c4)OCO5)C(=O)N23)cc1 (stereo unspecified) | u |

Of the compounds above, 3 have a CF3 group.
| Compound | KDM5B inhibitor |
| --- | --- |
| CCOC(=O)C(O)(NC(=O)c1c(F)cccc1F)C(F)(F)F (stereo unspecified) | 4.0% |
| Cc1ccc(-c2nnc([C@H]3CCN(c4nccc(C(F)(F)F)n4)C3)o2)cc1 | 20µM* |
| O=C(N1CC23C=CC(CC2CC12CCCCC2)O3)C(F)(F)F (stereo unspecified) | 10.7% |

This is a subset. The share of hits here may be higher or lower than overall.
